FLuc counter – qHTS profiling assay for firefly luciferase inhibitor/activator using purifed enzyme and Km concentrations of substrates (counterscreen for miR-21 project). Luciferin 4-monooxygenase (Photinus pyralis), P08659. purified FLuc, Km substrates, luminescence inhibition. Potency, µM (top dose mostly 57.5 µM), for inactives: top-dose activity change, negative = inhibition, hits mostly inhibitors. hit rate 6.9% among 360,000;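 also: potency is read from the fitted curve at half-maximal effect; plate controls were vehicle for no effect and reference inhibitor for full effect; nearly all actives have a fitted effect of over 55% in size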
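Biochemical qHTS of compounds, final roughly 60 µM downward over six points, against 10 nM purified firefly luciferase using Km concentrations of substrates (10 uM D-luciferin, 10 uM ATP) in Tris acetate pH 7.5 buffer; luminescence output.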
NPC1 prom act – qHTS Assay for NPC1 Promoter Activators | Huh7 NPC1 promoter luciferase reporter, 24 h | hit rate 2.4% among 320,000 | Potency, µM (top dose mostly 9.22 µM), for inactives: top-dose activation, hits mostly activators;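 also: potency is read from the fitted curve at half-maximal effect; % of control where 0% means no effect; nearly all actives have a fitted effect of over 60% in size; reporter is driven by a mutant NPC1 promoter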
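Huh7 reporter cells (NPC1 promoter driving luciferase) are dosed with compound for 24 h at 37 °C, 5% CO2; luciferase detection reagent is then added and luminescence measured after 10 min at ambient temperature.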
PKM2 act – qHTS Assay for Activators of Human Muscle isoform 2 Pyruvate Kinase; Pyruvate kinase PKM (Homo sapiens), P14618; purified PKM2, Kinase-Glo ATP luminescence, activation; response scale: 0% is enzyme alone, no compound; Potency, µM (doses to about 57.5 µM), for the others: at the top dose activation, most hits filed as activators; hit rate 0.34% among 260,000; AID 1631, 2009; also: potency is read from the fitted curve at half-maximal effect; % is scaled to controls: 0 for no effect and ±100 for the full control effect; nearly all actives have a fitted effect of over 55% in size
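hPK-M2, >95% pure; 0.1 mM ADP / 0.5 mM PEP final; imidazole pH7.2 buffer w/ 7 mM MgCl2, 50 mM KCl; 1 h RT; Kinase-Glo lum. Intermediate enzyme activity for dual inhibitor/activator qHTS.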
RORgamma inh – qHTS for inhibitors of ROR gamma transcriptional activity; Nuclear receptor ROR-gamma (Mus musculus), P51450; Drosophila S2 Gal4-RORgamma UAS-luciferase reporter, 20 h; Potency, µM (series often up to 53.6 µM), for the others: at the highest dose activity change, negative = inhibition, most hits filed as inhibitors; hit rate 5.4% among 310,000; AID 2551, 2010; also: potency is read from the fitted curve at half-maximal effect; % is scaled to controls: 0 for no effect and ±100 for the full control effect; nearly all actives have a fitted effect of over 60% in size
Target sequence (P51450 whole entry, looked up, the tested form may be a part): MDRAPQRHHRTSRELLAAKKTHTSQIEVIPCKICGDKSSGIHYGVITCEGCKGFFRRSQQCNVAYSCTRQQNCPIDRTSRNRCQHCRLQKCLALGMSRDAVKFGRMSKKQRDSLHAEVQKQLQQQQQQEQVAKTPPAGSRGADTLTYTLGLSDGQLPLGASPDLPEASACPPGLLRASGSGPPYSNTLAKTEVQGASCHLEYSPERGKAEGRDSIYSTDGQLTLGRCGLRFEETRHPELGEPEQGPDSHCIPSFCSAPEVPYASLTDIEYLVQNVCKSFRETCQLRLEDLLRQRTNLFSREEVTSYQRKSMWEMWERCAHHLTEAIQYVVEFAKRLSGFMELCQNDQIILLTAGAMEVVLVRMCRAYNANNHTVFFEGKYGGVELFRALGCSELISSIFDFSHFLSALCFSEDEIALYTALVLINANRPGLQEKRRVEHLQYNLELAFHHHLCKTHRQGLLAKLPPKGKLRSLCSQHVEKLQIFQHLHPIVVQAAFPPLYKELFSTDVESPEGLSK
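Luciferase reporter read in Schneider cells carrying Gal4-RORγ (mouse) and UAS-Photinus luciferase; cells given compound 1 h before 700 uM copper sulfate induction, then incubated 20 h at ambient temperature.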
Giardia kill – Small Molecules that selectively kill Giardia lamblia: qHTS. Giardia lamblia trophozoite viability. activity change, % at 7.66 µM, hits read low. hit rate 0.15% among 340,000; in the data active = activity change below about -80%; inconclusive = between about -30% and that limit;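 also: parasites exposed to compound for two days anaerobically before the ATP read; % is scaled to controls: 0 for no effect and ±100 for the full control effect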
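Luminescence from cellular ATP indicates surviving trophozoites (100 cells/well) following 48 hrs anaerobic compound treatment at 37 deg C; signal develops 15-30 min at room temperature.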
VP16 counter – VP16 counterscreen qHTS for inhibitors of ROR gamma transcriptional activity; Drosophila S2 Gal4-VP16 UAS-luciferase, luminescence, 20 h; Potency, µM (highest dose often 53.6 µM), for the others: top-dose activity, negative = inhibition, actives largely listed as inhibitors; hit rate 3.5% among 310,000;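 also: Gal4-VP16 expression switched on by copper sulfate through the metallothionein promoter; potency is read from the fitted curve at half-maximal effect; % is scaled to controls: 0 for no effect and ±100 for the full control effect; nearly all actives have a fitted effect of over 50% in size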
ELG1 genotox – qHTS screen for small molecules that induce genotoxicity in human embryonic kidney (HEK293T) cells expressing luciferase-tagged ELG1 | HEK293T ELG1-luciferase reporter, luminescence, 16 h | Potency, µM (doses to about 46 µM), for inactives: at the top dose activity change, positive = activation, hits mostly activators | hit rate 1.3% among 330,000; also: potency is read from the fitted curve at half-maximal effect; % of control where 0% means no effect; nearly all actives have a fitted effect of over 60% in size
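Genotoxic stress is detected as increased luminescence from luciferase-tagged ELG1 in HEK293T cells, measured with ONE-Glo after a 16 hr treatment at 37 °C.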
Menin MLL FP TR – qHTS Assay for Inhibitors Targeting the Menin-MLL Interaction in MLL Related Leukemias: Competition With Texas Red Labeled MLL-derived Mutant Peptide | O00255 | Menin + Texas Red MLL mutant peptide, fluorescence polarization | Potency, µM (titrated, usually from 61.6 µM), for inactives: at the highest dose FP activity change, negative = inhibition, usual class: inhibitors | hit rate 0.23% among 270,000 | AID 1768, 2009; active = well fitted inhibition curve with a large enough effect in the polarisation, with a control signal flat, not every such curve was filed as active; inconclusive = small, poorly fitted or top-dose-only effect, or effect the other way, or a change in a side signal; inactive = no such curve, though single readings can be large or run the other way; the % refers to the polarisation; also: potency is read from the fitted curve at half-maximal effect; % of control where 0% means no effect; many of its hits are not listed in these tables
Target sequence (O00255 whole entry, looked up): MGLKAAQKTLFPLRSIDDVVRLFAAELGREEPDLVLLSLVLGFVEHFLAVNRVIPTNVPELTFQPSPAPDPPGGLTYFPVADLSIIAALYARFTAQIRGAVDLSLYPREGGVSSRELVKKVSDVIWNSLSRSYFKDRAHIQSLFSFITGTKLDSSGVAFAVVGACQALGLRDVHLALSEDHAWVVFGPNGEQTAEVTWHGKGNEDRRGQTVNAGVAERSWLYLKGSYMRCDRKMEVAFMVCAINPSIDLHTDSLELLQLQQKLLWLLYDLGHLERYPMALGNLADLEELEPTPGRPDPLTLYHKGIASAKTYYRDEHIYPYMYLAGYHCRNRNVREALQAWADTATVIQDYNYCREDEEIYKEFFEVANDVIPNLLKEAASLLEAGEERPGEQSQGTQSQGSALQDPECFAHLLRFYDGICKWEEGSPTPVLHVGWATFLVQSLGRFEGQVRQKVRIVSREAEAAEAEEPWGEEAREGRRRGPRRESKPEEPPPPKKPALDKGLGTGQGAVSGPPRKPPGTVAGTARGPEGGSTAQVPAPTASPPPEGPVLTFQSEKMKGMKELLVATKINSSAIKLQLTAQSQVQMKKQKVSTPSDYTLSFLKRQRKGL
Rab9 prom act – qHTS Assay for Rab9 Promoter Activators; AID 485297, 2010; Huh7 Rab9 promoter-luciferase reporter, luminescence, 24 h; hit rate 2.8% among 320,000; Potency, µM (titrated, usually from 9.22 µM), inactives show at the top dose activation, negative = inhibition, usual class: activators; also: potency is read from the fitted curve at half-maximal effect; % of control where 0% means no effect; nearly all actives have a fitted effect of over 60% in size
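Stable Rab9-luc Huh7, 1500 cells/well, 2 h settle; cmpd in DMSO, 24 h, 37 °C/5% CO2; luciferase reagent 10 min RT; luminescence.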
p53 reactivation – qHTS assay for re-activators of p53 using a Luc reporter; Potency, µM (highest dose often 92.2 µM), for the others: at the highest dose activity change, positive = activation, most hits filed as activators; hit rate 0.063% among 320,000; AID 504706, 2011; H1299 p53-A138V BP100-luciferase reporter, luminescence, 24 h; also: potency is read from the fitted curve at half-maximal effect; % of control where 0% means no effect; nearly all actives have a fitted effect of over 45% in size
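H1299 (p53-null), stable ts p53-A138V + BP100-Luc; 1000 cells/well, Opti-MEM/10% FBS; cpd 4 pt, 1:5; 24 h, 37 deg C, 5% CO2; detection reagent 10 min RT; luminescence.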
BRCA1 expr up – qHTS Assay to Identify Small Molecule Activators of BRCA1 Expression | AID 624202, 2012 | Potency, µM (doses to about 46.1 µM), for inactives: at the top dose activation, actives largely listed as activators | hit rate 1.1% among 380,000 | MCF7-BRCA1-FFLuc reporter, luminescence, 48 h; response scale: scaled: vehicle 0%, 10 µM genistein 100%; also: potency is read from the fitted curve at half-maximal effect; nearly all actives have a fitted effect of over 80% in size; some results filed as inactive show a strong effect at the top dose
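MCF7 cells carrying a BRCA1-firefly luciferase reporter (2000 cells/well, phenol-red free MEM) were attached for 2 h at 37 °C, then given compounds for 48 h. Luminescence was read 15 min after luciferase reagent; activity normalized to genistein (10 microM) and DMSO.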
* hit, by the source's call; ? = inconclusive; nt = not tested or not shown; & = joins results of further samples; [ ] = another dose, or the depositor's remark. Unless noted, calls follow the shape of the dose curve; as a rule, active = well fitted curve in the direction sought with a large enough effect; inconclusive = small, poorly fitted or top-dose-only effect, or another doubt; inactive = no such curve, though single readings can be large; an effect the other way counts as inactive or inconclusive. Some of the compounds tested (hit frequency here may not be typical).

Each structure is followed by: FLuc counter, NPC1 prom act, PKM2 act, RORgamma inh, Giardia kill, VP16 counter, ELG1 genotox, Menin MLL FP TR, Rab9 prom act, p53 reactivation, BRCA1 expr up
- CCOc1ccc(CCNC(=O)COC(=O)C2CC2)cc1OCC
  6%, 0%, nt, nt, 10, nt, 1%, nt, 0%, -8%, 23%
- N#Cc1ccccc1NC(=O)c1ccc2c(c1)OCCO2
  21µM*, ?, nt, -5%, 0, 1%, ?, 5%, ?, ?, ?
- CCn1c(C(=O)O)c(CC(=O)NC2CCCCCC2)c2ccccc21
  ?, -3%, -9%, 26%, 6, 3%, 8%, 3%, -10%, 1%, -3%
- COc1ccc2c(c1)CCc1sc(NC(=O)c3ccco3)nc1-2
  21µM*, 25%, 12%, -20%, -4, -1%, ?, ?, ?, ?, 10µM*
- CCCn1c(COc2ccccc2OC)nc2ccccc21
  ?, -1%, 16µM*, 10µM*, -7, ?, -2%, 44%[activator], 3%, nt, -6%
- CCOc1ccc(N2CSC3=C(C#N)C(c4ccco4)CC(=O)N3C2)cc1 (centres undefined)
  ?, -4%, 2%, 19%, 2, 12%, 2%, ?, 4%, 3%, 0%
- Cn1nc2c(c1C(=O)N1CCCC(C(=O)c3cc(F)ccc3F)C1)CCCC2 (centres undefined)
  -3%, -3%, 4%, ?, 1, -10%, -5%, -11%, -3%, -3%, -3%
- COC(=O)c1ccc(N2C(=O)c3ccc(OC)c(OC)c3C2=O)cc1
  1%, -23%, 12%, -2%, 4, 0%, 0%, -2%, -5%, 1%, 10%
- COc1ccc(S(=O)(=O)NCCc2c(C)nn(C)c2Oc2ccccc2)cc1
  5%, 1%, -6%, -4%, 0, 0%, -4%, 11%, -2%, -12%, -19%
- O=c1[nH]c(/C=C\c2cccc(C(F)(F)F)c2)nc(O)c1[N+](=O)[O-]
  -9%, -2%, -10%, 54%, 10, -5%, 1%, 52%[activator], -4%, 12%, -7%
- CCN1C(=O)C(=O)N(CC(=O)c2[nH]c(C)c(C(C)=O)c2C)C1=O
  -14%, 0%, nt, nt, 5, nt, 5%, nt, 2%, 10%, 2%
- COc1ccc(OC)c2c1C(=O)C(Cl)=C(Cl)C2=O
  ?, -12%, -4%, 5µM*, -15, 5µM*, -14%, nt, -51%[inhibitor], -17%, -86%
- O=C(CN1CCCCCC1)OCCN=C1NS(=O)(=O)c2ccccc21
  -1%, 1%, 0%, -28%, -9, 2%, 1%, 4%, -13%, 1%, 1%
- COc1ccc(-n2c(SCC(=O)OC(C)C)nnc2-c2ccccn2)cc1
  6%, 14%, 1%, 9%, -1, -9%, -1%, ?, 0%, 2%, -5%
- NC(=O)c1nsc(C(=O)N(CC(=O)NCc2ccco2)c2ccccc2F)c1N
  3%, -1%, 2%, -8%, -9, ?, 1%, -9%, -2%, -2%, -10%
- CCN1CCN(C(=O)c2ccc3c(c2)N(Cc2ccccc2)C(=O)c2ccccc2S3(=O)=O)CC1
  5%&-1%, -2%, 2%, 3%, 22, -8%, -1%, 0%, 3%, 12%, -15%
- CCC(c1nnnn1C1CCCC1)N1CCN(c2cccc(OC)c2)CC1 (centres undefined)
  0%, -5%, -4%, 4%, 3, -13%, -7%, -12%, 5%, -1%, -19%
- O=C(NN1CCOCC1)c1cn(-c2ccccc2)nc1-c1cccs1
  21µM*, 1%, -3%, 8%, 17, -7%, 1%, nt, 1%, 3%, 14%
- N#Cc1ccccc1CSCCNC(=O)Cc1c(F)cccc1Cl
  -6%, 3%, -9%, 26%, -5, 14%, 2%, 0%, 1%, 9%, 21%
- CC(C)Oc1ccc(-c2nn(-c3ccccc3)cc2/C=c2\sc3ncnn3c2=O)cc1
  -4%, -4%, -7%, 1%, nt, 14%, 0%, 15%, -4%, 16%, nt
- Cc1c(CC(Cl)(Cl)Cl)c2c(n1O)CC(C)(C)CC2=O
  5%, 1%, 3%, -66%, -21, ?, -1%, 6%, -6%, -9%, -23%
- O=C(COC(=O)Cc1cccs1)Nc1ccccc1F
  -13%, 13%, -4%, -37%, -6, 8%, 0%, 9%, 7%, -2%, 8%
- Cc1ccc2c(c1)c1c3n2CC(=C2C(=O)OC(C)(C)OC2=O)NC3CCC1 (centres undefined)
  -6%, -3%, -4%, 40%, 4, 1%, -9%, 23%, -10%, -5%, -41%
- Cc1ccc(NC(=O)Nc2nnc(Cc3ccc(F)cc3)s2)cc1
  -20%, 4%, nt, -32%, 10, -8%, ?, 14%, 20%, 11%, 54%
- O=C(Nc1cc(Cl)cc(Cl)c1)C1CC(=O)N(C2CCCC2)C1 (centres undefined)
  -2%, -2%, nt, nt, 19, nt, -16%, nt, -7%, -4%, -34%
- CC(C)CC1CCCCC1OC(=O)CN1CCCCC1 (centres undefined)
  -4%, 0%, 17%, -3%, 5, -6%, 2%, ?, -3%, -2%, 0%
- CC(C)(C)C(=O)Nc1ccccc1C(=O)Nc1ccncc1
  5%, -2%, 4%, -8%, -4, 1%, 2%, -1%, 9%, -12%, -1%
- CN(C)c1ccc(/C=N/NC(=O)CNC(=O)c2ccco2)cc1
  ?, 1%, 6%, 9%, -16, 4%, 7%, 18%, -2%, 1%, 25%
- C=CCOc1c(CNc2nccs2)cccc1OCC
  1%, 9%, -2%, 11µM*, 9, ?, 1%, -24%, -7%, 1%, 1%
- Cc1ccccc1CN(C)CC(=O)NC(C)CCc1ccccc1 (centres undefined)
  -2%, -6%, 0%, 10%, 1, 4%, -2%, ?, 1%, -1%, -19%

A run of entries from further up, as a working copy:
Each structure is followed by: FLuc counter, NPC1 prom act, PKM2 act, RORgamma inh, Giardia kill, VP16 counter, ELG1 genotox, Menin MLL FP TR, Rab9 prom act, p53 reactivation, BRCA1 expr up
- CN(C)c1ccc(/C=N/NC(=O)CNC(=O)c2ccco2)cc1
  ?, 1%, 6%, 9%, -16, 4%, 7%, 18%, -2%, 1%, 25%
- C=CCOc1c(CNc2nccs2)cccc1OCC
  1%, 9%, -2%, 11µM*, 9, ?, 1%, -24%, -7%, 1%, 1%
- Cc1ccccc1CN(C)CC(=O)NC(C)CCc1ccccc1 (centres undefined)
  -2%, -6%, 0%, 10%, 1, 4%, -2%, ?, 1%, -1%, -19%

Remaining list, next part:
Each structure is followed by: FLuc counter, NPC1 prom act, PKM2 act, RORgamma inh, Giardia kill, VP16 counter, ELG1 genotox, Menin MLL FP TR, Rab9 prom act, p53 reactivation, BRCA1 expr up
- COc1ccc(S(=O)(=O)N(C)c2ccc(OCC(=O)Nc3cc(C)on3)cc2)cc1
  3%, 1%, -2%, ?, 3, -5%, 0%, ?, 0%, -6%, 4%
- CCN(CC)CCCN1C(=O)c2oc3ccccc3c(=O)c2C1c1cccs1 (centres undefined)
  ?, 12%, 1%, 24%, nt, 8%, 1%, 1%, 13%, 15%, nt
- CCOC(=O)c1[nH]c2ccc(Cl)cc2c1-c1ccccc1
  -1%, 1%, 5%, 6%, -12, -7%, -2%, 15%, -2%, -5%, -12%
- Cn1c(=O)[nH]c(NC2CCCCC2)c(N=O)c1=O
  6%, -8%, -1%, -17%[10 µM], -9, -1%, -1%, 10%, -2%, 3%, 0%
- O=C(COc1ccc(Cl)cc1Cl)Nc1ccccc1NS(=O)(=O)c1cccs1
  ?, -5%, -3%, 13%, 3, -6%[10 µM], 16%, ?, 19%, -1%, 18%
- COc1ccc(NC(=O)C2CCCN(c3cnccn3)C2)cc1 (centres undefined)
  -16%, 0%, nt, -11%, -19, 7%, -1%, nt, 1%, 10%, -6%
- CC(=O)N1CCN(c2ccc(NC(=O)c3ccc([N+](=O)[O-])o3)cc2Cl)CC1
  -15%, 0%, 8%, -27%, -81*, ?, -11%, ?, 14%, -20%, -87%[inhibitor]
- Cn1c(=O)c2c(nc(N3CCN(c4ccccc4)CC3)n2CCCc2ccccc2)n(C)c1=O
  0%, 0%, 6%, 20%, 7, 3%, -17%, ?, -9%, 11%, -18%
- CC(C)N1CCC(N2CCN(Cc3cc4c(cc3Cl)OCO4)CC2CCO)CC1 (centres undefined)
  3%, -4%, 5%, 11%, 1, -13%, -7%, -3%, -5%, 0%, -7%
